Screening data deposited in PubChem BioAssay by NCI.
All columns: NCI-60 one-dose screen, growth in % after 48 h at 10 µM unless noted; 100 = growth as untreated, 0 = no growth, -100 = all killed.
NCI-H322M = NCI-H322M lung cancer. 80,000 tested, 2.7% active
COLO 205 = COLO 205 colon cancer. 79,000 tested, 7.3% active. AID 1794742
NCI-H460 = NCI-H460 lung cancer. 82,000 tested, 6.8% active. AID 1794736
HT29 = HT29 colon cancer | 81,000 tested, 7.4% active
NCI-H23 = NCI-H23 lung cancer; 80,000 tested, 4% active
RXF 393 = RXF 393 renal cancer cells | AID 1794773 | 77,000 tested, 6.9% active
NCI-H522 = NCI-H522 lung cancer | 78,000 tested, 8% active
NCI-H226 = NCI-H226 lung cancer. 79,000 tested, 3.5% active
A498 = A498 renal cancer cells; 76,000 tested, 5.4% active
Numbers without * were called inactive; / = not tested or not shown; & = joins results of further samples; [ ] = dose if it differs, or a comment. How the source made its calls: active means growth percent below 10; inactive means the rest. Not a hit list. Share with any hit: about 12%.

SMILES	NCI-H322M	COLO 205	NCI-H460	HT29	NCI-H23	RXF 393	NCI-H522	NCI-H226	A498
Nc1nc2ccc([N+](=O)[O-])cc2s1	108	115	110	103	100	111	95	103	83
COc1ccccc1C1SCC(=O)N1NC(=O)c1ccc(C)nc1 (stereo unspecified)	107	116	101	113	96	97	119	89	116
Cc1cc2nc(CS)[nH]c2cc1C	76	90	93	90	97	77	75	93	96
CCOc1ccccc1-c1cc(-c2ccc(C)s2)c(C#N)c(=O)[nH]1	86	110	91	105	84	60	42	74	44
CS(=O)(=O)c1ccc(-c2nc3ccccn3c2C=Nc2ccc(Cl)cc2)cc1	77	100	58	76	/	105	59	102	79
CSc1nc(C)c(Br)c(Sc2nc(N)nc3nc[nH]c23)n1	94	124	94	104	90	117	91	86	185
CC(Cc1ccccc1)N(N)C(C)Cc1ccccc1 (stereo unspecified)	120	100	104	87	108	105	85	104	/
CCOC(=O)c1cnn2c(-c3ccccc3)nc(SCC)nc12	90	/	114	69	84	89	74	95	91
CCN(CC)C(=O)c1c(C)[nH]c(/C=C/C(=O)c2ccc(C(F)(F)F)c(F)c2)c1C	100	106	95	88	92	89	88	82	57
CCSC(NC(=O)c1ccccc1)=C(C#N)C#N	99	110	105	110	84	103	89	85	48
NCCC(=O)NO	120	105	108	96	105	102	80	97	138
Cc1ccc(C2=Nn3c(NN)nnc3SC2)cc1	98	105	114	81	97	113	69	/	89
Cn1c(=O)c2c(nc3scc(CNc4cccc(C(F)(F)F)c4)n32)n(C)c1=O	86	95	87	93	75	93	59	74	76
O=C1c2cc(F)ccc2Oc2cc([N+](=O)[O-])ccc2N1c1ccc(F)cc1F	99	100	97	79	103	98	64	/	91
C#CCNC(=O)[C@]12CC[C@@H](C(=C)C)[C@@H]1[C@H]1CC[C@@H]3[C@@]4(C)Cc5c([nH]c6ccccc56)C(C)(C)[C@@H]4CC[C@@]3(C)[C@]1(C)CC2	/	103	78	90	70	88	81	74	96
O=C(c1ccccc1)c1c(-c2ccccc2)oc2c1CNC1C=C(Cl)C=CC21 (stereo unspecified)	94	98	106	88	96	108	73	90	105
Cc1ccccc1C1CC(=O)c2ccccc2C1C (stereo unspecified)	114	104	108	100	100	109	97	103	89
O=C(CC(CC(=O)c1ccccc1)c1ccccc1O)c1ccccc1	/	106	93	90	93	107	89	88	98
CC(=O)Nc1cccc2c1Cc1cc([N+](=O)[O-])ccc1-2	101	111	100	108	101	102	91	96	58
C/C(CC(C)C)=N/Nc1nc(C)cc(=O)[nH]1	97	116	119	108	98	110	105	105	/
CSC(=S)N/N=C/c1coc2ccccc2c1=O	97	117	102	101	100	109	87	94	91
C#CCOc1ccc(C(Nc2ccc(Br)cc2)c2nnnn2C2CCCCC2)cc1OC (stereo unspecified)	84	110	100	90	97	/	99	99	59
Cc1ccc(/C=C/C2=NN(c3ccc(Cl)cc3)C(c3ccc(C)o3)C2)o1 (stereo unspecified)	107	109	109	82	99	113	78	102	96
COc1ccc(-c2cn3c(-c4ccc(OC)cc4)cnc3c(Oc3ccc4c(C)cc(=O)oc4c3)n2)cc1	82	56	26	25	33	-21*	40	71	52
O=C(CSc1nnc2n1S(=O)(=O)c1ccccc1N2c1ccccc1)Nc1nc2ccc(F)cc2s1	113	106	106	104	80	87	87	93	122

(cont.)
SMILES	NCI-H322M	COLO 205	NCI-H460	HT29	NCI-H23	RXF 393	NCI-H522	NCI-H226	A498
Cc1cc(C2(c3cc(C)c(OCC(O)CNc4c(C)n(C)n(-c5ccccc5)c4=O)cc3C(C)C)OC(=O)c3ccccc32)c(C(C)C)cc1OCC(O)CNc1c(C)n(C)n(-c2ccccc2)c1=O (stereo unspecified)	61	11	18	13	35	2.0*	8.2*	42	55
CC(=O)Nc1ccc2c(c1)[nH]c(=O)c1ccccc12	106	113	98	82	92	94	82	88	61
COc1ccc(NC(=O)NNC(=O)c2ccncc2)cc1	141	106	113	111	104	126	105	120	98
CC1(C)C(=O)/C(=C\c2cccnc2)C[C@]2(C)[C@H]3CC[C@@H]4[C@@H](C(=O)/C=C/c5ccncc5)CC[C@@]4(C)[C@]3(C)CC[C@@H]12	40	12	24	9.9*	6.0*	-84*	30	1.6*	47
C=C(c1ccc(OC)c(N)c1)c1cc(C)nc2ccccc12	38	-80*	-4.5*	-21*	12	51	-29*	23	118
Fc1cccc(-c2nnc3c4[nH]ccc4ncn23)c1	95	101	87	97	102	100	91	101	62
c1ccc(Nc2ncc3c(n2)-c2cccn2CC3)cc1	87	112	96	114	99	98	86	59	75
CCCCC(O)(CC)CC	101	114	100	98	111	105	105	101	89
COc1ccc(OC)c(-c2c(C#N)c(=O)[nH]c3c2c(N)nn3-c2ccccc2)c1	106	130	111	114	103	112	104	104	108
Nc1[nH]nc2ncccc12	/	113	110	102	99	100	/	102	96
c1ccc(CNc2ccc3c(OCc4ccccc4)nc(N4CCOCC4)nc3c2)cc1	91	105	101	91	92	111	79	95	101
O=C(Nc1ccc(Cl)c(C(F)(F)F)c1)Nc1ccc2oc(=O)ccc2c1	60	58	18	65	4.8*	89	20	27	33
O=Cc1c[nH]c2ncccc12	111	127	104	100	101	113	101	100	121
CC(C)[C@H](N)C(=O)OCCOCn1cnc2c(=O)[nH]c(N)nc21	108	111	111	105	107	127	115	114	124
Cc1ccc(C(=O)N/C(=C2/OCCN2C)[P+](c2ccccc2)(c2ccccc2)c2ccccc2)cc1	100	58	84	60	85	/	58	93	122
Cc1csc(NC(=O)c2ccc(N(C)C)cc2)n1	101	113	97	98	85	/	83	79	86
CCOC(=O)NC(C)C	107	129	115	107	106	77	99	112	117
S=C(Cc1ccccc1)N1CCN(c2ccccc2Cl)CC1	96	109	107	100	100	117	88	97	91
O=C(Nc1ncnc2nc[nH]c12)NC1CCCCC1	103	88	101	72	93	/	87	98	/
CCOC(=O)CC[C@H](NC(=O)c1ccc(NC(=O)Cn2c(C)nc3c(c(SC)nn3-c3ccc(Br)cc3)c2=O)cc1)C(=O)OCC	96	118	89	111	82	79	65	58	127
CC(C)(C)c1ccc([N+](=O)[O-])cc1	97	108	110	106	97	112	92	101	101
COc1ccc(/C=c2\c(=O)n(-c3ccccc3)c3nnc(-n4ncc(C#N)c4N)n23)cc1	97	104	102	108	94	111	94	84	108
COc1ccc(O)c(C(=O)CC(=O)c2cccnc2)c1	106	129	110	90	102	110	88	107	/
O=C(NN1C(=O)CSC1c1cccc(Br)c1)c1ccc(NC(=O)c2ccccn2)cc1 (stereo unspecified)	85	110	109	99	89	102	90	98	86
CCSc1nnc(NC(=O)c2nnn(-c3ccccc3)c2-c2ccco2)s1	91	125	102	117	99	90	96	104	94

Random excerpt: 3 compounds from above.
SMILES	NCI-H322M	COLO 205	NCI-H460	HT29	NCI-H23	RXF 393	NCI-H522	NCI-H226	A498
O=Cc1c[nH]c2ncccc12	111	127	104	100	101	113	101	100	121
Cc1cc(C2(c3cc(C)c(OCC(O)CNc4c(C)n(C)n(-c5ccccc5)c4=O)cc3C(C)C)OC(=O)c3ccccc32)c(C(C)C)cc1OCC(O)CNc1c(C)n(C)n(-c2ccccc2)c1=O (stereo unspecified)	61	11	18	13	35	2.0*	8.2*	42	55
CC(=O)Nc1ccc2c(c1)[nH]c(=O)c1ccccc12	106	113	98	82	92	94	82	88	61

(more compounds)
SMILES	NCI-H322M	COLO 205	NCI-H460	HT29	NCI-H23	RXF 393	NCI-H522	NCI-H226	A498
CCOC(=O)CC1CSC(N/N=C/c2ccc(Cl)cc2)=N1 (stereo unspecified)	107	111	112	90	100	121	80	109	90
CN1C(CC(=O)c2ccccc2)CCCC1CC(O)c1ccccc1 (stereo unspecified)	93	109	117	103	102	99	108	101	97
O=c1[nH]cc([N+](=O)[O-])c(=O)[nH]1	92	112	103	105	106	117	99	107	101
FC(F)(F)c1c(-c2nnnn2-c2ccc(Cl)cc2)cnn1-c1ccccn1	75	109	102	91	73	94	78	79	108
Oc1ccccc1-c1nnc(Nc2ccc(C(F)(F)F)cc2)o1	92	94	97	76	94	111	64	97	96
O=C1NC(=O)C2(CCCCCC2)N1	112	114&104	122&102	102&97	110&108	112&109	93	99&96	123&85
NC(=O)c1ccccc1OCC(O)CO (stereo unspecified)	110	114	103	105	110	99	98	96	95
O=C1OCC2=C1C(c1ccccc1)c1cc3c(cc1N2CCO)CCC3 (stereo unspecified)	34	-82*	-37*	6.8*	-0.5*	11	-31*	27	-21*
NC(N)=N/N=C/c1ccccc1O	114	119	111	119	102	104	114	106	78
COc1cccc(-c2nn(C(C)(C)C)cc2-c2ccnc(NCCCNS(=O)(=O)c3ccc(Cl)cc3)c2)c1	95&112	97&123	83&103	58&108	86&114	84&111	80&96	88&108	76&59
O=C(c1ccccc1)c1ccc(Sc2ccc([N+](=O)[O-])cc2)cc1	97	102	84	85	53	109	68	79	81
c1ccc(-c2nc3sccn3c2CCCN2CCOCC2)cc1	94	/	96	98	89	92	87	92	98
CCOc1ccc(-n2c(-c3cc(OC)c(OC)c(OC)c3)nnc2-c2ccc(OC)cc2N)cc1	81	51	42	53	76	52	53	80	67
Nc1c(C(=O)Nc2ccccc2)sc2ncc(Br)cc12	95	111	97	94	95	98	69	97	94
COc1ccc(NC(=O)C2c3ccccc3C(=O)N(CC(C)C)C2c2cccs2)cc1Cl (stereo unspecified)	97	87	103	61	101	99	111	98	88
Cc1cccc(N=C(N)N)c1	95	103	97	101	93	105	71	/	77
CC1=C(C)C(=O)C(N2CCSCC2)=CC1=O	97	121	105	103	94	98	94	89	98
COc1ccc(CN2[C@@H](CC(C)C)C=C[C@H](CC(C)C)N(Cc3ccccc3)S2(=O)=O)cc1	106[5 µM]	95[5 µM]	80[5 µM]	53[5 µM]	76[5 µM]	94[5 µM]	62[5 µM]	/	108[5 µM]
O=c1c2ccccc2oc2cc(Br)ccc12	99	96	104	99	90	107	/	100	87
COc1cccc(C(=O)N2CCc3ccccc32)c1OC	89	99	100	97	95	102	91	100	69
CC(C)(C)n1cc(-c2ccnc(NCCCNS(=O)(=O)c3cccc(F)c3)c2)c(-c2cccc(O)c2)n1	59	9.0*	20	13	66	46	48	61	52
CC(=O)C(C)(c1ccc(Cl)cc1)c1ccc(Cl)cc1	117	103	107	73	99	/	74	99	92
O=C(COc1ccc(NC(=O)Nc2ccc(Cl)cc2)cc1)N=Nc1c(O)[nH]c2ccc(Br)cc12	100	107	82	84	58	89	87	88	133
O=C(Nc1ccccc1C(=O)O)c1cc([N+](=O)[O-])cc([N+](=O)[O-])c1	86	118	114	107	114	111	105	101	112
C/C(=N\O)C(C)(C)O	112	119	109	114	98	100	105	99	107

Compound profiles, from the list above. Values in the order: NCI-H322M	COLO 205	NCI-H460	HT29	NCI-H23	RXF 393	NCI-H522	NCI-H226	A498
`O=C(COc1ccc(NC(=O)Nc2ccc(Cl)cc2)cc1)N=Nc1c(O)[nH]c2ccc(Br)cc12` across the screens: 100	107	82	84	58	89	87	88	133
`CCOc1ccccc1-c1cc(-c2ccc(C)s2)c(C#N)c(=O)[nH]1` across the screens: 86	110	91	105	84	60	42	74	44
`CC(C)(C)c1ccc([N+](=O)[O-])cc1` across the screens: 97	108	110	106	97	112	92	101	101
`O=Cc1c[nH]c2ncccc12` across the screens: 111	127	104	100	101	113	101	100	121
`CC(=O)C(C)(c1ccc(Cl)cc1)c1ccc(Cl)cc1` across the screens: 117	103	107	73	99	/	74	99	92

Other structures:
SMILES	NCI-H322M	COLO 205	NCI-H460	HT29	NCI-H23	RXF 393	NCI-H522	NCI-H226	A498
CCOC(=O)C1=c2[nH]c(O)c(C(=O)OCC)c2=NC1=O	102	118	102	99	102	122	87	107	78
O=C(CNC(=O)OCc1ccccc1)NC1(C(=O)O)CCCC1	97	110	112	106	101	131	/	112	113
Cc1c([N+](=O)[O-])cc(I)c(N)c1I	92	112	96	109	101	90	105	84	81
O=C(Nc1ccc(Cl)cc1)OCCSc1nc2ccccc2s1	104	109	104	105	97	95	118	95	93
Cc1ccc(C2CC(C(F)(F)F)n3nc(C(=O)N4CCN(C(c5ccccc5)c5ccccc5)CC4)cc3N2)cc1 (stereo unspecified)	100	73	77	44	96	64	61	/	94
Nc1ccc(-c2nnc3n2N=CC(c2ccc(Cl)cc2)S3)cc1 (stereo unspecified)	84	93	106	95	87	/	/	87	95
CNC(=O)C1COc2ccccc2O1 (stereo unspecified)	105	98	105	93	100	109	85	93	104
O=C(c1ccc(O)cc1)[C@@H]1[C@@H]2CCCN2[C@@]2(C(=O)Nc3ccccc32)[C@H]1c1ccc(F)cc1	93	108	100	102	98	113	91	94	90
c1csc(C(CC2CCCCC2)c2ccc3ccccc3c2)c1 (stereo unspecified)	/	110	105	91	99	109	91	87	136
Cc1ccc(Sc2oc(-c3ccccc3)nc2C(=O)O)cc1	110	106	106	98	106	100	94	90	112
O=C1/C(=C/c2ccc(F)c(F)c2)CN(C(=O)C(Cl)Cl)C/C1=C\c1ccc(F)c(F)c1	-86*	-86*	-72*	-27*	-81*	-93*	-82*	-17*	-97*
CCCCCC[C@@H](O)C/C=C\CCCCCCCC(=O)OC	98	113	109	105	97	121	84	102	104
COc1ccc(/C=C/C(=O)c2cccc(NC(=O)CSc3nc4ccccc4c(=O)n3-c3ccccc3)c2)cc1OC	105	123	100	112	106	98	97	93	99
CC(C)C(C)(NC(=O)c1ccccc1)C(=O)O (stereo unspecified)	93	102	100	99	96	/	92	101	/
